TNAP act hiacc: increases human TNAP activity under high phosphate acceptor concentration; purified TNAP, CDP-star luminescence, 1 M DEA, 30 min; stronger effect = higher value; 0 = EDTA background, 1 = DMSO-only activity; activation factor at 20 µM; 200,000 tested, under 10 active; AID 1136;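 active = activation factor at least 2 at 20 µM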
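Dosing: 20 µM single point. System: human TNAP. Amount: TNAP 1/800 final. Incubation: 30 min, room temperature. Read-out: TNAP activation factor scaled between EDTA and DMSO control wells. Signal: luminescence from CDP-star hydrolysis. Medium: 1 M DEA, pH 9.8, Mg2+, Zn2+. Control set: EDTA negative control, DMSO positive control.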
PMI act hi M6P: increases human PMI activity with near-saturating mannose 6-phosphate. coupled PMI enzyme assay, resazurin fluorescence, 20 min; stronger effect = higher value; 1 = untreated enzyme, 0 = substrate-free blank. activation factor at 20 µM. 190,000 compounds, 0.34% hits. AID 1216;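 active = activation factor of 2 or more at 20 µM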
Target sequence (P34949 whole entry, looked up): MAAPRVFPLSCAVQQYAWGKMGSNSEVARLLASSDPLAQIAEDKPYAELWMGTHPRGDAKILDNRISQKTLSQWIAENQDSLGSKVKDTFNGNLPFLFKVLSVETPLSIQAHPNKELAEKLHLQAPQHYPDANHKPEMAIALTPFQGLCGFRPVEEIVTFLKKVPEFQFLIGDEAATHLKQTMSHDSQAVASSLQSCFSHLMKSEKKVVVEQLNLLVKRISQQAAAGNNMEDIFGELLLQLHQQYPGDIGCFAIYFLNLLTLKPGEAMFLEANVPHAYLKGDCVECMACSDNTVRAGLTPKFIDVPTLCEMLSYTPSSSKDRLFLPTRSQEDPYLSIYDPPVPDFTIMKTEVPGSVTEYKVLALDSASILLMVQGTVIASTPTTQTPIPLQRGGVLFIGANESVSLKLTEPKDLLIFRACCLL
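Technique: Diaphorase-driven resazurin-to-resorufin fluorescence, excitation 544, emission 590 nm | Assay system: Human PMI in coupled enzyme assay | Times: Enzyme reaction with compound 20 min at room temperature | Medium: HEPES-buffered pH 7.4 with magnesium and detergent | Reagent: Mannose-6-phosphate 1.0 mM (near-saturating) plus 0.22 mM NADP+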
TNAP inh hi DEA: blocks human TNAP under high phosphate acceptor concentration; P05186; purified TNAP, CDP-star luminescence, 1 M DEA; inhibition, % at 20 µM; 200,000 compounds, 0.03% hits; AID 1135;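 active = over 50% inhibition of tissue-nonspecific alkaline phosphatase at 20 µM in the single-dose screen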;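 also: plate controls were DMSO wells for no effect and EDTA-quenched wells as full inhibition for full effect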
NF-kB expr up: raises NF-kB expression in human neuronal cells. NF-kB reporter expression; stronger effect = higher value. fold change at 12.5 µM. 190,000 compounds, 1.6% hits; in the data active = fold change above about 3.3
TNAP inh noacc: TNAP (human) inhibition, acceptor-free conditions; purified TNAP, CDP-star luminescence, 30 min; inhibition, % at 20 µM; 200,000 compounds, 0.26% hits;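 active = tissue-nonspecific alkaline phosphatase inhibition above about 50% at 20 µM in the single-dose screen, limit read from the data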;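 also: 0% = DMSO negative control and 100% = EDTA positive control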
PMI activator: activators of human phosphomannose isomerase; purified human PMI, coupled resazurin fluorescence, 20 min; stronger effect = higher value; 1 = vehicle control, 0 substrate-free wells; activation factor at 20 µM; 190,000 compounds, 0.005% hits; AID 1214;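 active = activation factor of 2 or more at 20 µM, relative to plate controls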
FLuc inh counter: counter-screen for luciferase assay inhibitors: firefly luciferase inhibition; 200,000 compounds, 1.5% hits; ATPLite firefly luciferase biochemical luminescence, 10 min; P08659; inhibition, % at 10 µM;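 active = inhibition above about 50% when tested at 10 µM, limit read from the data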
Target sequence (P08659 whole entry, looked up): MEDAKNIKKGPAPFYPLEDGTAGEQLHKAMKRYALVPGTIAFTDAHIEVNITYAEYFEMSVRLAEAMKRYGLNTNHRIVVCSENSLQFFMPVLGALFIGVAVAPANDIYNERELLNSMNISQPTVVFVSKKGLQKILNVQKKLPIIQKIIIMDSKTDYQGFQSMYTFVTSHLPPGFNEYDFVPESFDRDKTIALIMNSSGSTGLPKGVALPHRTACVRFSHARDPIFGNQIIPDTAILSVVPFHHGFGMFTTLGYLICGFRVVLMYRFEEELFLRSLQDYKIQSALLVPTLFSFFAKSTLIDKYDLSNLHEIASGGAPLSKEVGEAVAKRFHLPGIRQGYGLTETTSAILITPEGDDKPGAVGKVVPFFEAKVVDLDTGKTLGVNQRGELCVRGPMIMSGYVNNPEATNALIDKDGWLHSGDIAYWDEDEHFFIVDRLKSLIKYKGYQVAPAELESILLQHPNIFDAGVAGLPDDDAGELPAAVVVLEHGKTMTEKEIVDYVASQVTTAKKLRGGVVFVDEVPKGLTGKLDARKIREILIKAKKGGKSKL
bIAP activator: increases bovine intestinal alkaline phosphatase activity | purified bovine IAP, CDP-star luminescence, 30 min; stronger effect = higher value; fold of DMSO-control signal, blank-subtracted | activation factor at 20 µM | 200,000 compounds, 0.17% hits | AID 1016;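 active = activation factor of 2 or more at 20 µM, a signal rise over negative controls twice the positive control's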
FLuc act counter: firefly luciferase counter-screen for stimulation assays; activation factor at 10 µM; 200,000 tested, under 10 active; ATPlite luciferase biochemical, luminescence, 10 min; 0 = ATP-free wells, 1 = DMSO control; AID 1027;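 active = luciferase activation factor, scaled between plate controls, of at least 2 with compound at 10 µM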
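System: luciferase plus luciferin reagent, cell-free; medium: PBS as buffer for the ATP substrate; dosing: test compounds dosed from 2 mM stocks in 100% DMSO; timing: 10 min post-reagent at room temperature; measured by: luminescence measurement of luciferase light output; evaluation: luciferase activation, seen as luminescence increase over controls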
APP 5'UTR act: APP 5'UTR luciferase reporter activation | SH-SY5Y APP 5'UTR luciferase reporter, luminescence; zero percent = DMSO vehicle wells | activation, % at 2 µM | 190,000 compounds, 1% hits;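 active = activation above a set limit, based on mean plus 3 SD of controls, cut at about 140% in these data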; also: values of inactives mirror those of a sister screen read the other way
* = called active by the depositor.

SMILES	TNAP act hiacc	PMI act hi M6P	TNAP inh hi DEA	NF-kB expr up	TNAP inh noacc	PMI activator	FLuc inh counter	bIAP activator	FLuc act counter	APP 5'UTR act
COc1ccc(C(=O)Nn2c(SCC(=O)N3CCC(C)CC3)nc3ccccc3c2=O)cc1	1	1	-0.6	0.82	-8.0	0.9	75.1*	1.1	0.2	31.1
CCCNC(=S)N1CCC(NC(=O)C2CCCCC2)CC1	1.1	1.1	-5.7	1.04	-10.7	1	-6.6	1	1.1	-8.9
COc1cccc(/C=N/NC(=O)COc2cccc3cccnc23)c1O	1	1.2	2.1	1.15	-122.1	1.1	18.5	1	0.8	-8.1
COc1ccc(C(=O)c2coc3ccc(O)c(CN4CCCCC4)c23)cc1	1	0.8	-0.9	1.11	-10.1	0.8	-0.8	1.1	1	-5.9
CCNC(=O)N1CCN(C(=O)NCC)CC1	1	1	-3.1	0.85	-1.1	1	-2.2	1.2	1	11.8
CCN(CCNC(=O)C1CCN(S(=O)(=O)c2cccc3nsnc23)CC1)c1ccccc1	1	0.8	0.0	0.67	-3.9	0.9	-7.1	1	1.1	-8.1
COC(=O)c1ccccc1NC(=O)c1cccc(COc2ccccc2Cl)c1	1.1	0.9	-12.4	2.18	-2.6	1	-9.9	0.6	1.1	87.3
CC(C)Cn1c(N)c(C(=O)COC(=O)c2cc(-c3ccco3)nc3ccccc23)c(=O)n(C)c1=O	1	1.4	1.7	0.36	-3.3	1.1	3.4	1.1	1	-6.5
Cc1ccc(C(=O)CSc2n[nH]c(-c3ccco3)n2)cc1C	1	1.1	0.2	0.86	2.1	0.9	-4.4	0.9	1	6.4
CCOC(=O)C(NC(=O)Cc1ccccc1)(Nc1cc(C)on1)C(F)(F)F (stereo not given)	1	0.9	-0.5	1.07	-9.6	1	-3.5	0.8	1	-2.2
COc1cc(NC(=O)COC(=O)CCc2cc(OC)c(OC)c(OC)c2)cc(OC)c1	0.9	1	6.9	1.18	3.3	1.1	3.7	1.1	1	0.8
C1CCC(CNc2c3c(nc4nnnn24)CCCC3)CC1	1.1	1	-6.1	0.84	-14.1	1	-6.0	0.9	1.1	-8.0
O=C(C1CCCN(S(=O)(=O)c2cccs2)C1)N1CCC(N2CCCCC2)CC1 (stereo not given)	1	1	-4.1	1.26	-11.9	1	-5.6	0.9	1.1	-14.0
CCCn1c(-c2ccc(OC)cc2)nc2ccccc21	1	0.9	-4.5	0.77	-6.4	0.9	5.2	0.9	0.9	15.6
CCC(=O)NC(=S)Nc1ccccc1F	1.1	1	-5.6	0.98	-6.1	1	-4.4	1	1	-3.6
CCOC(=O)c1sc(C)c2c(=O)n(CCCN3CCOCC3)cnc12	1	1	0.0	1.13	-9.2	0.9	-9.0	1	1.1	4.1
O=C(NC(Cc1ccccc1)C(=O)OCC(=O)N1CCc2ccccc21)c1ccco1 (stereo not given)	1.1	1	-6.6	1.25	-7.0	0.9	-8.7	0.9	1.1	-3.9
CN1C2C=C3C(C#N)=C(N)C(C#N)(C#N)[C@@H](c4cccc(F)c4)[C@@H]3C1CC2 (stereo not given in full)	1.1	0.9	-9.4	0.97	0.2	1.1	-9.0	1	1.1	-2.1
Cc1ccc(NC(=O)CN2CCc3ccccc3C2)cc1S(=O)(=O)N1CCOCC1	1	1	-2.1	0.81	-18.7	0.9	-4.6	0.9	1	4.8
CCOC(=O)C1C(=O)C=C(c2ccc(C)cc2)CC1c1ccco1 (stereo not given)	1	0.9	-1.6	1.04	-4.1	0.9	29.1	0.9	0.7	17.1
Cn1c(NNC(=O)C(c2ccccc2)c2ccccc2)cc(=O)n(C)c1=O	1	0.5	0.8	1	0.2	0.9	-3.8	1.1	1	-1.0
COc1cccc(N2CC(C(=O)NC3CCCCC3)CC2=O)c1 (stereo not given)	1.1	1	-7.6	1.08	-11.1	1	-7.3	1	1.1	13.5
C#CC(C)(C)NC(=O)c1sccc1Oc1ccc(F)cc1[N+](=O)[O-]	1.1	1.2	-5.1	0.81	-1.1	1.2	-8.3	1	1.1	-3.7
COCCN1Cc2cccc(C(=O)Nc3ccccc3OC)c2C1=O	1	1	-3.4	0.94	-12.2	1	-0.8	1	1	12.5
CC(=O)NCC(=O)OCN1C(=O)c2ccccc2C1=O	1	1	1.8	0.89	-3.1	0.9	-1.6	1	1	5.4

2 of the compounds above, field by field.
> COc1cccc(N2CC(C(=O)NC3CCCCC3)CC2=O)c1 (stereo not given)
- TNAP act hiacc = 1.1
- PMI act hi M6P = 1
- TNAP inh hi DEA = -7.6
- NF-kB expr up = 1.08
- TNAP inh noacc = -11.1
- PMI activator = 1
- FLuc inh counter = -7.3
- bIAP activator = 1
- FLuc act counter = 1.1
- APP 5'UTR act = 13.5
> COc1ccc(C(=O)Nn2c(SCC(=O)N3CCC(C)CC3)nc3ccccc3c2=O)cc1
- TNAP act hiacc = 1
- PMI act hi M6P = 1
- TNAP inh hi DEA = -0.6
- NF-kB expr up = 0.82
- TNAP inh noacc = -8.0
- PMI activator = 0.9
- FLuc inh counter = 75.1*
- bIAP activator = 1.1
- FLuc act counter = 0.2
- APP 5'UTR act = 31.1

Back to the main list, repeating the 4 entries before the break.
SMILES	TNAP act hiacc	PMI act hi M6P	TNAP inh hi DEA	NF-kB expr up	TNAP inh noacc	PMI activator	FLuc inh counter	bIAP activator	FLuc act counter	APP 5'UTR act
COc1cccc(N2CC(C(=O)NC3CCCCC3)CC2=O)c1 (stereo not given)	1.1	1	-7.6	1.08	-11.1	1	-7.3	1	1.1	13.5
C#CC(C)(C)NC(=O)c1sccc1Oc1ccc(F)cc1[N+](=O)[O-]	1.1	1.2	-5.1	0.81	-1.1	1.2	-8.3	1	1.1	-3.7
COCCN1Cc2cccc(C(=O)Nc3ccccc3OC)c2C1=O	1	1	-3.4	0.94	-12.2	1	-0.8	1	1	12.5
CC(=O)NCC(=O)OCN1C(=O)c2ccccc2C1=O	1	1	1.8	0.89	-3.1	0.9	-1.6	1	1	5.4
COCCOc1ccc(C(F)(F)F)cc1NC(=O)COC(=O)c1c(C)noc1C	1	1	-2.1	0.66	-5.4	1	-7.8	0.9	1.1	-3.6
Cc1cc(C)[n+](C)n1CC(O)Cn1c2ccccc2c2ccccc21 (stereo not given)	1	0.9	-4.7	1.1	-28.0	0.6	-11.2	1.3	1.1	-12.2
Cc1ccc(S(=O)(=O)NN2C(=O)c3ccccc3NC2c2ccco2)cc1 (stereo not given)	1	0.9	-4.7	1.06	-19.2	0.9	-3.9	1	1	7.0
COc1ccc(CC(=O)OCC(=O)NCCc2ccccc2)cc1OC	1	1	-2.0	1.16	-17.2	0.9	-6.8	1	1.1	-17.4
O=C(Nc1ncccn1)C1CCCCC1	1	1	-3.5	1.02	-5.1	0.9	-2.2	1	1	-2.5
COc1ccc(N(C(=O)c2ccc(Cl)cc2)C2=CC3CCC(C2)N3C)cc1 (stereo not given)	1.1	1	-5.5	1.06	-9.5	1.1	-3.1	1	1	10.2
CC1=C(C(=O)Nc2ccccn2)C(c2ccc(Br)cc2)n2ncnc2N1 (stereo not given)	1	0.9	-3.4	0.97	-4.9	0.9	-2.3	1	1	2.1
CCOc1ccc(-c2nc(N)nc(C)c2-c2ccc(OC)c(OC)c2)c(O)c1	1.1	0.9	-8.5	1.1	-8.5	1	-7.9	0.9	1.1	-0.5
Cc1ccc(OCCOC(=O)c2sc(=S)n(C)c2C)cc1	1.1	0.8	-5.5	1.15	-6.8	0.8	0.5	1	1	16.7
COC(=O)c1c(NC(=O)c2cccs2)sc2c1CCC(C)C2 (stereo not given)	1.1	0.9	-8.2	1.77	-15.5	0.9	-1.5	0.8	1	-6.3
COC(=O)c1ccc(NC(=O)COc2ccc(S(=O)(=O)NC(C)(C)C)cc2)cc1	1	0.9	-2.2	1.26	-5.8	1	-7.1	1.1	1.1	11.5
CCN(C(=O)CSc1nnc(Cn2nnc3ccccc32)o1)c1nc(C)cs1	1	1	-3.9	0.97	-11.3	0.9	-1.5	1	1	-10.2
CC12CN3CC(C)(CN(C1)C3c1ccc3ccccc3c1O)C2=O (stereo not given)	1	0.5	-1.8	1.13	7.1	1.1	-3.0	1	1	-21.1
COc1ccc(C(=O)/C=C/C(=O)N(Cc2ccccc2)C(C(=O)NC2CCCCC2)c2ccncc2)c(O)c1 (stereo not given)	1	1	-2.9	0.68	19.8	1	-8.0	0.7	1.1	-8.2
O=C(CCC1CCCC1)Nc1ccc(C(=O)NCc2cccnc2)cc1	1	1.1	-4.9	1.09	-6.7	1.2	-6.4	1.1	1.1	-28.6
Cc1ccc2c(c1)N(CC(=O)N(Cc1ccc3c(c1)OCO3)CC1CCCO1)C(=O)C(C)O2 (stereo not given)	1	0.9	-4.2	0.96	-2.2	0.9	-5.6	1	1.1	9.4
CCn1cc(C(=O)N2CCN(c3ccccc3F)CC2)c(=O)c2ccc(C)nc21	1	1	-3.4	0.99	-8.5	0.9	-0.1	1	1	6.0
O=C(Nc1ccc(F)cc1F)c1cccn1-c1ncc(C(F)(F)F)cc1Cl	1	0.9	0.6	1.12	-4.4	0.9	-2.0	1	1	-1.7
O=C(Cc1ccc(Cl)cc1)N/N=C/c1c(Cl)cccc1Cl	1.1	1.1	-5.6	1.18	0.8	1	-10.6	0.1	1.1	8.4
CCOc1ccccc1C1C(C#N)=C(SCC(=O)OC)NC(=O)C1C(=O)OC (stereo not given)	1	0.9	-3.2	1.27	-8.4	0.9	-6.0	0.9	1.1	9.0
